Source: PubChem BioAssay
All columns: NCI-60 one-dose screen, growth in % after 48 h at 10 µM unless noted; 100 = growth as untreated, 0 = no growth, -100 = all killed.
PC-3 = PC-3 prostate cancer cells; hit rate 3.9% among 80,000; AID 1794754
SF-539 = SF-539 CNS cancer; hit rate 6.8% among 81,000
SNB-75 = SNB-75 CNS cancer; hit rate 5% among 79,000
U251 = U251 CNS tumor cells. hit rate 5.4% among 80,000. AID 1794753
SF-268 = SF-268 CNS cancer cells; hit rate 3.1% among 82,000
SNB-19 = SNB-19 CNS cancer cells; hit rate 2.5% among 81,000; AID 1794751
SF-295 = SF-295 CNS cancer cells; hit rate 5.6% among 79,000; AID 1794758
HCC-2998 = HCC-2998 colon cancer; hit rate 4.7% among 79,000
* = called active by the depositor; · = not tested or not shown; & = joins results of further samples. How the source made its calls: active means growth percent below 10; inactive means the rest. Rows were taken by chance (roughly 10% active in at least one column).

The first 2 records as a preview:
Molecule	PC-3	SF-539	SNB-75	U251	SF-268	SNB-19	SF-295	HCC-2998
Nc1nc(N)c2c(n1)NC(c1ccc(Cl)cc1)CC(c1ccc(Nc3nc(NCCO)nc(N4CCOCC4)n3)cc1)=N2 (stereo not drawn)	64	78	72	60	62	87	76	108
COc1ccc(CCNC(=O)C(Cl)Cl)cc1	111	103	101	98	102	97	104	109

The list itself, repeating the preview:
Molecule	PC-3	SF-539	SNB-75	U251	SF-268	SNB-19	SF-295	HCC-2998
Nc1nc(N)c2c(n1)NC(c1ccc(Cl)cc1)CC(c1ccc(Nc3nc(NCCO)nc(N4CCOCC4)n3)cc1)=N2 (stereo not drawn)	64	78	72	60	62	87	76	108
COc1ccc(CCNC(=O)C(Cl)Cl)cc1	111	103	101	98	102	97	104	109
CNC(=O)c1cc(Oc2ccc3nc(NC(=O)NC(C)C)sc3c2)ccn1	70	77	94	52	90	82	77	79
N#CC1=C2NCCCCCNc3oc(nc3C#N)Cc3ccccc3CC(=N1)O2	99	103	109	106	109	106	111	118
Nc1nc(N)c2[nH]cnc2n1	79	93	91	111	84	96	85	86
COc1cc(-c2ccc(N=C=O)c(OC)c2)ccc1N=C=O	90	104	·	100	99	97	92	86
Cc1[nH]c(-c2ccc3cc[nH]c3c2)c2c1C(=O)CCCC2	·	49	6.6*	48	65	53	39	58
O=c1nc2c(-c3nc(-c4ccc(F)cc4)no3)n[nH]n2c2sc3c(c12)CCCC3	102	96	93	103	114	98	95	115
C/C(=N\NC(=S)Nc1ccccc1)c1nnn(-c2ccc(Br)cc2)c1C	52	70	72	51	57	59	48	58
O=[N+]([O-])c1cccc(CO/N=C/c2ccccc2O)c1	86	93	94	·	93	83	109	100
CCOC(=O)C1C(C)=CC(=O)CC1C(C)C (stereo not drawn)	98	110	·	105	106	108	·	108
COc1cc(-c2nc3sccn3c2-c2ccnc(NCCNS(=O)(=O)c3ccccc3)n2)ccc1F	31	84	59	61	49	68	66	97
C#C[C@]1(O)CC[C@H]2[C@@H]3CC=C4c5nc(Nc6ccc(OC)cc6OC)sc5CC[C@]4(C)[C@H]3CC[C@@]21C	-3.2*	-60*	-54*	-2.5*	4.9*	31	-66*	30
Nc1c(C(=O)Nc2cccc3ncccc23)sc2nc3c(cc12)C(=O)CCC3	35	52	44	57	71	38	21	76
O=S(=O)(NCCCNc1cc(-c2cn(-c3ccccc3)nc2-c2cccc(O)c2)ccn1)c1ccc(Cl)cc1	1.8*	22	20	14	31	44	-48*	-45*
COc1ccc(-c2nnc(SCC(=O)Nc3ccc(C(C)=O)cc3)o2)cc1	92	96	98	100	108	96	99	93
CC(=C/c1ccccc1)/C=C1/NC(=S)N(CN2CCCCCC2)C1=O	93	109	101	91	100	100	106	106
CCCOc1nc2c(c(=O)n(C)c(=O)n2C)n1C	26	94	106	99	85	103	102	81
CCOC(=O)c1sc(/N=C2\NC(=O)/C(=C/c3ccc(F)cc3)S2)nc1C	101	92	88	84	95	88	89	96
CCc1nc(NC(=O)CCl)c(C#N)cc1C	97	107	109	109	97	98	120	101
O=C(O)CCCCC(=O)O	99	112	102	104	99	104	103	103
CCCC(=O)Oc1ccc(/C(=C(\C)c2ccccc2)c2ccc(OCCN(CC)CC)cc2)cc1	61	60	·	65	77	86	91	83
COC(=O)c1oc2c(F)c(-c3ccc(C)cc3)c(-c3ccccc3)c(-c3ccccc3)c2c1N	104	93	106	103	95	86	74	98
Cc1ccc(C2C3=C(NC(C)(C)NC3Nc3cccnc3)OC2C(=O)c2ccc(N=[N+]=[N-])cc2)cc1 (stereo not drawn)	94	97	97	102	100	103	111	102
O=C1NC(=O)C2(CCCC2c2ccccc2)N1 (stereo not drawn)	96	119	99	102	104	98	112	105
CC(O)CN1CCCCC1 (stereo not drawn)	102	111	·	100	101	100	104	115
O=S(=O)(O)c1ccc(N/N=C\c2ccc(Cl)cc2Cl)cc1	88	90	96	91	113	106	82	115
c1ccc2c(-c3cccc4ccccc34)cccc2c1	91	97	88	92	97	96	112	101
CN(CC(=O)Nc1nc2ccccc2[nH]1)S(=O)(=O)c1ccc(Cl)cc1	·	89	101	79	67	92	38	91
CCOC(=O)/C(C#N)=C/c1ccc(OC)cc1	97	97	78	96	100	108	94	106

Entries of single compounds, quoted from the list.
Profile of `O=S(=O)(O)c1ccc(N/N=C\c2ccc(Cl)cc2Cl)cc1` → PC-3 = 88; SF-539 = 90; SNB-75 = 96; U251 = 91; SF-268 = 113; SNB-19 = 106; SF-295 = 82; HCC-2998 = 115
Profile of `COc1ccc(-c2nnc(SCC(=O)Nc3ccc(C(C)=O)cc3)o2)cc1` → PC-3 = 92; SF-539 = 96; SNB-75 = 98; U251 = 100; SF-268 = 108; SNB-19 = 96; SF-295 = 99; HCC-2998 = 93
Profile of `CCCOc1nc2c(c(=O)n(C)c(=O)n2C)n1C` → PC-3 = 26; SF-539 = 94; SNB-75 = 106; U251 = 99; SF-268 = 85; SNB-19 = 103; SF-295 = 102; HCC-2998 = 81

The list continues:
Molecule	PC-3	SF-539	SNB-75	U251	SF-268	SNB-19	SF-295	HCC-2998
Cc1ccccc1NC(=O)Oc1ccc(Cl)cc1C(=O)c1ccccc1	95	87	78	88	73	96	107	107
COc1cc(NC(=O)C(C)Sc2nc3sc4c(c3c(=O)n2-c2ccc(Cl)cc2)CCCC4)cc(OC)c1OC (stereo not drawn)	67	86	80	90	88	87	71	99
c1ccc2c(NCCCN3CCOCC3)c3oc4ccccc4c3nc2c1	7.6*	-29*	-4.3*	-2.3*	-3.9*	5.0*	-18*	-28*
CC[C@]12C=CCN3CC[C@@]4(c5cc(NC(=O)CN[C@@H](Cc6c[nH]c7ccccc67)C(=O)OC)c(OC)cc5N(C)[C@H]4[C@@](O)(C(=O)OC)[C@@H]1OC(C)=O)[C@@H]32	89	107	82	103	101	90	105	106
COc1ccc(-c2cc(NC(=O)Nc3cccc(Br)c3)no2)cc1	103	102	78	·	100	102	97	112
COc1ncc(F)c(OC)n1	92	107	89	·	104	111	98	110
NC(=S)NN=C(c1ccccc1)c1ccccc1	90	103	97	94	99	99	92	101
COC(=O)C1=C/CCCN(C(c2ccccc2)c2ccccc2)/C=C\1C(=O)OC	82	111	93	102	113	115	97	98
Cn1cccc1C(=O)C1C(c2ccc(Cl)cc2)C2C3CCCCC3CN2C12C(=O)Nc1ccc(Cl)cc12 (stereo not drawn)	69	94	56	83	77	94	87	95
CC(C)(c1ccccc1)c1ccc(N)cc1	89	99	97	102	100	100	98	94
C1OC2COCOC2C2OCOCC2O1 (stereo not drawn)	108&93	109&103	142&101	102	105&101	97&93	102&98	104&109
Cc1ccc2nc(NC(=O)CSc3nc(-c4ccccc4)c(C#N)c(N4CCOCC4)n3)sc2c1	59	92	70	80	71	81	92	97
CC(C)N(C(C)C)P(=O)(OP(=O)(c1ccc([N+](=O)[O-])cc1)N(C(C)C)C(C)C)c1ccc([N+](=O)[O-])cc1 (stereo not drawn)	85	106	81	98	107	108	86	109
N#CC(=C1CCN(Cc2ccccc2)CC1)c1ccccc1	92	100	100	105	·	110	97	101
CS(=O)(=O)NCc1ccco1	96	101	93	98	104	100	99	101
COc1ccc(/C=N/C2=C(C#N)C(c3ccccc3)c3ccc4ccccc4c3O2)cc1 (stereo not drawn)	8.2*	-8.3*	16	19	47	25	9.0*	-6.8*
COc1cc(C2=NN(C(C)=O)C(c3ccc(N4CCOCC4)cc3)C2)cc(OC)c1OC (stereo not drawn)	106	102	96	104	99	99	101	107
Fc1ccc(-c2ncnc3c2ncn3C/C=C/CCl)cc1	94	99	92	89	86	94	97	103
CCc1c(C)c2ccc3c(c2oc1=O)N=C(c1ccccc1)CO3	89	101	91	·	109	89	100	99
O=C(O)c1ccc(-c2nn(-c3ccc(C(=O)O)cc3)cc2/C=N/NC(=O)c2ccc(F)cc2)cc1	97	95	94	102	100	100	99	100
Oc1cccc(CCc2ccccn2)c1	101	101	90	108	96	103	124	·
COC(=O)[C@@H](Cc1c[nH]c2ccccc12)NC(=O)/C=C/c1ccccc1	19	-67*	15	14	43	46	-1.2*	66
CC(=O)NCC(=O)Nc1ccc(-c2nnc3ccccn23)nc1.CC(=O)NCC(=O)Nc1ccc(-c2nnc3ccccn23)nc1.[Pt+2]	101	110	132	99	109	107	117	106
Clc1cn2cc(-c3ccc(Cl)c(Cl)c3Cl)nc2s1	100	105	91	102	103	100	-72*	106
N#CCc1c[nH]c2ccc([N+](=O)[O-])cc12	114	91	91	104	97	112	145	108
CCOC(=O)N1CCc2nc(NC(=O)Cc3ccccc3)sc2C1	81	·	113	88	89	104	97	104
NC(=S)N/N=C/c1cc([N+](=O)[O-])ccc1Cl	106	111	133	102	92	103	100	102
O=[N+]([O-])c1cccc(OCCBr)c1	94	113	84	·	107	99	93	106
Cc1cc(C)cc(Nc2ccc([N+](=O)[O-])c(NCCN3CCOCC3)n2)c1	17	-11*	31	21	25	44	16	9.0*
O=C(O)c1ccc(-n2cc(CNc3cccc(F)c3)c(-c3cc(C(F)(F)F)cc(C(F)(F)F)c3)n2)cc1	85	80	103	95	101	95	106	103
O=c1[nH]c2cc3c(cc2n2cccc12)oc1ccccc13	104	100	103	103	106	107	99	123
COc1cc(/C=C\c2c(-c3cccs3)nc3sccn23)cc(OC)c1OC	101	93	88	103	138	91	105	102
CC(=O)OC1C[N+](C)(C)CCCC1(c1ccccc1)c1ccccc1 (stereo not drawn)	88	91	84	90	97	98	100	102
Cc1ccc[n+](CC(=O)c2cccs2)c1	89	106	106	92	101	112	115	102
CCCCCCCCCC(=O)c1ccc(O)c(O)c1O	57	55	75	43	60	64	125	74
Brc1cn2ccnc2c(-c2ccc3c(c2)ncn3C2CCCCC2)n1	90	93	83	100	94	89	92	97
O=C(O)c1cccc([N+](=O)[O-])c1	93	103	94	96	100	106	95	102
C#C[C@]1(O)CC[C@H]2[C@@H]3CC=C4c5sc(Nc6cc(OC)ccc6OC)nc5CC[C@]4(C)[C@H]3CC[C@@]21C	19	-19*	2.3*	26	31	38	-67*	62
Cc1cc2nc(CO)[nH]c2cc1C	·	107	91	108	89	98	121	109
CCC(=O)C(C#N)c1ccccc1 (stereo not drawn)	105	100	94	103	104	110	91	102
CCN(CC)CCN(CC)c1ccccc1	112	103	93	118	100	100	100	·
CCOC(=O)c1c(C)nc2ccccc2c1/C=C/c1cccc(OC)c1	77	86	·	86	101	90	86	104
CN1C(=O)/C(=C/c2ccc3ncsc3c2)NC1=NC12CC3CC(CC(O)(C3)C1)C2	17	-32*	26	16	25	16	14	10
O=C1c2ccccc2C(=O)c2c([N+](=O)[O-])ccc(Cl)c21	82	99	96	66	87	99	116	104
COc1ccc(Nc2nc(SCCC(C)C)nc(-c3ccc(OC)cc3)c2C#N)cc1	67	101	96	99	102	98	102	111
Cc1ccc(C2=NN(c3ccccc3)C(c3ccccc3)C2NC2CCCCC2)cc1 (stereo not drawn)	99	95	75	84	111	84	96	78
FC(F)(F)C1(C2CNC2)N=N1	98	98	86	107	98	98	104	108
O=c1cc(SCc2ccc(Cl)cc2Cl)nc[nH]1	93	98	105	97	97	90	111	95
CC(=O)c1cc2c(cc1C)C1=C(CCC(C)C1)C2(C)C (stereo not drawn)	83	106	101	96	107	109	103	98
CC12CCC3c4ccccc4CCC3(CO1)C2 (stereo not drawn)	88	104	90	107	107	114	77	94
O=C1c2ccccc2C(=O)C1c1ccc(Cl)cc1	92	112	109	94	119	106	94	105
COC1OC2COC(c3ccccc3)OC2C(O)C1N (stereo not drawn)	98	102	95	101	94	101	110	96
C#CCn1cc(/C=N/Nc2nc(-c3ccc(OC)cc3)cs2)c2ccccc21	88	91	117	93	99	94	109	111
COc1ccc(Cc2cnc(N)nc2N)cc1OC	89	107	79	97	106	100	96	105
Cn1c(=O)c2c(nc(Br)n2CC(=O)Nc2ccc(F)cc2)n(C)c1=O	76	100	83	100	108	98	108	114
Nc1ccc(C(=O)O)cc1Br	94	106	102	97	113	112	108	106
Cc1ccc2c3c(ccc2c1)C(=O)c1c(ccc2c1N[C@H]1C[C@@H]2O[C@@H](C)[C@@H]1O)C3=O	65	102	45	89	90	96	93	73
O=C(O)/C=C/C=C/c1ccccc1	101&97	99&97	98&103	97&106	101&101	100&97	101&105	104
CCOC(=O)c1c(NC(=S)NC)sc2c1CCCC2	92	85	95	95	92	82	123	98
N#CC1=C(N)Oc2c(c(=O)[nH]c3ccc(Cl)cc23)C12c1cc(Br)ccc1-c1ccc(Br)cc12	44	82	36	73	68	88	70	55

Next records
Molecule	PC-3	SF-539	SNB-75	U251	SF-268	SNB-19	SF-295	HCC-2998
CN(C)S(=O)(=O)Nc1cccc(Br)c1	·	97	86	103	99	94	107	90
Cc1cc(=O)oc2cc(OCCCOc3ccc(/C=C/C(=O)N4CCOCC4)cc3)ccc12	85	101	99	95	102	91	90	105
COc1ccc(/C(=C\c2ccc3c(c2)OCO3)C(=O)Nc2nc3ccc(N)cc3s2)cc1OC	89	108	90	101	96	107	89	102
COC(=O)/C=C1\SC(=Nc2cccc(Cl)c2)N(CCc2c[nH]c3ccccc23)C1=O	32	70	85	41	50	54	55	53

Results in SNB-19, SF-268 and HCC-2998 (four entries from above):
canonical_smiles	SNB-19	SF-268	HCC-2998
COC(=O)/C=C1\SC(=Nc2cccc(Cl)c2)N(CCc2c[nH]c3ccccc23)C1=O	54	50	53
COc1ccc(/C(=C\c2ccc3c(c2)OCO3)C(=O)Nc2nc3ccc(N)cc3s2)cc1OC	107	96	102
CN(C)S(=O)(=O)Nc1cccc(Br)c1	94	99	90
Cc1cc(=O)oc2cc(OCCCOc3ccc(/C=C/C(=O)N4CCOCC4)cc3)ccc12	91	102	105
